# SSB-PriA inh – K. pneumoniae PriA-SSBct interaction inhibition | AlphaScreen SSBct-PriA binding, biotinylated peptide | inhibition, % at 33 µM | 0.6% of 430,000 active | AID 1272365; in the data active = inhibition mostly above about 37%, no sharp cut-off; inactive = mostly below about 20%;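 also: plate controls were negative control peptide for no effect and reference peptide for full effect; strong numbers were not always called active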
# * marks the source's active call; other numbers are inactive results; & = joins results of further samples. A portion of the library; count on the stated rates, not on these rows.
SMILES,SSB-PriA inh
Cc1ccn2c(C(=O)NN=Cc3ccc(Cl)cc3)c(C)nc2c1,-4.8
CCOC(=O)c1sc(N/N=C(/C#N)c2nc3ccccc3s2)c(C(=O)OCC)c1C,12.0
Cc1ccc(N2CCN(S(=O)(=O)c3cc(Cl)ccc3Cl)CC2)c(C)c1,-13.0
Oc1ccccc1C=NNP(=S)(c1ccccc1)c1ccccc1,-14.4
Cc1ccccc1C(=O)N/C(=C\c1coc2ccc(Cl)cc2c1=O)C(=O)N1CC2CC(C1)c1cccc(=O)n1C2 (configuration not stated),-1.0
CC(C)(C)c1ccc(C(=O)NCC(=O)N/N=C\c2ccco2)cc1,-4.0
COC(=O)c1sc(NC(=O)c2ccccc2)c(C#N)c1C,-17.0
CC(NC(=O)Cn1c(=O)oc2ccc(Cl)cc21)c1ccccc1 (configuration not stated),-24.0
COc1cccc2sc(N(Cc3cccnc3)C(=O)C3CCCN3S(C)(=O)=O)nc12 (configuration not stated),-4.0
CCCN1CCCc2cc(CCNC(=O)c3cccc(C)c3)ccc21,59.0*
O=C(NCCn1nc(-c2ccco2)ccc1=O)c1cccs1,-5.0
CCOC(=O)C(N=Nc1cc(C(=O)O)cc(C(=O)O)c1)=C(O)CCl,-1.6&0.0
Cc1cc(NCc2ccco2)no1,-5.0
COC(=O)C1CC(Oc2ccccc2F)CN1C(=O)c1ccccc1C(F)(F)F (configuration not stated),2.0
CC(=O)c1cccc(NC(=O)c2sc3nc(-c4ccccc4)cc(-c4ccc(N(C)C)cc4)c3c2N)c1,-20.0&-4.0
Cc1nnc2ccc(N3CCN(S(C)(=O)=O)CC3)nn12,-7.0
CCCOC(=O)c1c(N)n(Cc2ccco2)c2nc3ccccc3nc12,-4.0
CN1C(=O)N(C)C2(CCN(C(=O)c3cccs3)CC2)C1=O,-14.0
O=C(CSc1ncnc2ccccc12)Nc1cccc(C(F)(F)F)c1,-8.0
COc1cc(OC)cc(C(=O)Nc2nc(-c3nnn(-c4cc(F)ccc4F)c3C)ns2)c1,6.0
O=C(CSc1ccc(NC(=O)c2ccccc2)nn1)Nc1ccc(F)c(F)c1,1.0
CN(C)S(=O)(=O)c1ccc(C(O)=C2C(=O)C(=O)N(CCN3CCCCC3)C2c2cccnc2)cc1 (configuration not stated),-8.6
O=c1[nH]c(SC2CCCC2)nc2c1cnn2CCO,-10.0
COc1ccc(-c2noc(CS(=O)(=O)c3ccc(F)cc3)n2)cc1OC,-10.0
Cc1[nH]nc(N)c1-c1ccccc1Cl,-13.0
O=C1CN2C(=Nc3cc(Cl)ccc3[C@@H]2c2ccccc2)CN1,-8.0
O=C(NN=Cc1ccco1)c1cccc(NC(=O)c2ccccc2Cl)c1,1.8
Sc1nnc(-c2ccc(Br)cc2)n1-c1ccccc1,-6.5
O=C(Cn1c(=O)oc2ccc(Cl)cc21)Nc1ccc(S(=O)(=O)Nc2nccs2)cc1,-8.0
O=c1c2ncccc2n(Cc2ccc(Br)cc2)c(=O)n1Cc1ccc(Cl)cc1,0.0
Cc1ccc(C)c(CSC2=NCCN2C(=O)c2cccc3ccccc23)c1,0.0
O=C(c1ccccc1S(=NS(=O)(=O)c1ccccc1)N1CCOCC1)N1CCOCC1 (configuration not stated),-6.1
Cc1cc2c(c(=O)o1)C(c1c(Cl)cccc1Cl)C(C#N)C(=N)O2 (configuration not stated),-7.0
CCOCC(=O)N1CCC(c2nc(C)no2)CC1,-13.0
O=C(NCCC1=CCCCC1)C(=O)Nc1cccc(Cl)c1,2.0
O=C(c1cn(-c2cccc(Cl)c2)nn1)N1CCN(Cc2ccccc2)CC1,-12.0
O=S(=O)(C1CC1)N1CCNCC1,-3.0
CCSCC1CCCN1C1CCN(C(=O)Nc2ccc(C)c(C)c2)CC1 (configuration not stated),13.0
COc1ccc(-c2c(C#N)c(SCC(=O)Nc3nc(-c4ccccc4)ns3)nc3c2C(=O)CC(C)(C)C3)cc1,-15.0
COCCN1CCC(CNC(=O)C(=O)NCc2cccs2)CC1,-10.0&1.0
N#CC1=C(N)Oc2c(oc(CO)cc2=O)C12C(=O)NC1C=CC=CC12 (configuration not stated),-2.0
O=S(=O)(c1ccc(N2CCN(c3ccccc3F)CC2)nn1)C1CCCCC1,-21.0
O=C(CSc1nnc2ccc(-c3cccnc3)nn12)N1CCc2ccccc21,-2.0
O=C(NC(c1cccnc1)C1CCOCC1)c1cc(-c2cccnc2)on1 (configuration not stated),-7.0
Cn1c(=O)c2c(ncn2CC(=O)Nc2cnn(C3CCOCC3)c2)n(C)c1=O,5.0
Cc1cc(O)cc2c1C(=O)/C(=C/c1ccccc1Br)O2,-5.0
COC(=O)c1ccc(C2CCN(C(=O)c3ccc4ccccc4c3)CC2)cc1,0.0
O=C(Nc1cccc(C(F)(F)F)c1)N1Cc2cncnc2C1,0.0
Cc1nn(C)c(C)c1C(=O)NCC(C)(O)c1cc2ccccc2o1 (configuration not stated),-7.0
O=C(C1CCN(c2ccc(-c3cccs3)nn2)CC1)N1CCN(Cc2ccccc2)CC1,8.0
O=C(NCCc1ccccc1)C(=O)Nc1cccc(N2CCCC2=O)c1,-19.0
Cc1noc(CNS(=O)(=O)c2ccc(Cl)cc2)n1,7.0
COc1cccc(C=NNc2cc(Cl)nc(C)n2)c1O,5.7
CS(=O)(=O)c1ccc(NCCCSc2nnc(-c3cccs3)o2)c([N+](=O)[O-])c1,1.0
Cc1ccc(-c2nn(-c3ccccc3)cc2C=NNC(=O)CSc2nnc(C)n2-c2ccccc2)cc1,-3.2
c1ccc(C[C@H]2CNCCO2)cc1,-7.0
Cc1nc2c(ccc3nc(NC(=O)Cc4ccc(Cl)s4)sc32)s1,32.0
Cc1ccc(C)c2[nH]c(=O)c(CCNC(=O)c3cc(Cl)ccc3[N+](=O)[O-])cc12,-7.0
CCOC(=O)c1c(-c2cccs2)csc1NC(=O)CN1CCCCC1C (configuration not stated),-9.0
O=C(c1cc2ccccc2o1)N1CCC(c2nc3ccccc3[nH]2)CC1,-2.0
# Additional results follow.
SMILES,SSB-PriA inh
Cc1cccc(CC(=O)NCCn2ncc3c(=O)n(Cc4cccc(F)c4)cnc32)c1,-4.0
O=C(c1cccs1)N1CCN(Cc2nc(-c3cccs3)cs2)CC1,12.0
Cc1cccc(NC(=O)CC2SC(=O)N(c3ccc(F)cc3)C2=O)c1 (configuration not stated),-11.0
CCSc1ccc(CC(=O)Nc2sc3c(c2C#N)CCN(C(C)=O)C3)cc1,-8.0
CS(=O)(=O)c1ccc2nc(NC(=O)[C@@H]3COc4ccccc4O3)sc2c1,-36.0
O=C(NC1CCc2ccccc21)c1ccc(CS(=O)(=O)Cc2ccccc2F)o1 (configuration not stated),-13.0
Cn1c(=O)n(C)c2cc(C=NN=C3NC(=O)C(CC(=O)O)S3)ccc21 (configuration not stated),-1.2
C=CCn1c(SCc2ccccc2)nc2sc3c(c2c1=O)CCC(C)C3 (configuration not stated),-13.0
O=C(NCC[C@H](O)c1cccc2ccccc12)c1ccc(Cl)s1,-24.0
CCCN1CCCc2cc(CCNC(=O)C(=O)NC(C)C)ccc21,22.0
COc1cccc(N2CC(C(=O)NCCc3csc(-n4nc(C)cc4C)n3)CC2=O)c1 (configuration not stated),-16.0
COc1ccc(OC)c2sc(NC(=O)C3CCN(S(=O)(=O)c4cccs4)CC3)nc12,7.0
CCOc1cc(C(=O)Nc2nc3ccc(C(=O)OC)cc3s2)cc(OCC)c1OCC,5.0
COc1cccc2cc(C(=O)Nc3nc(-c4cc5cccc(OC)c5o4)cs3)oc12,11.0
O=C(OC1CN(c2nc3c(C(F)(F)F)cccc3s2)C1)c1ccc(F)cc1F,-7.0
CCOc1ccc(S(=O)(=O)Nc2ccc3oc(-c4ccccc4)cc3c2)cc1,-18.0&-4.0
CCc1nnc(NC(=O)c2nnn(-c3ccccc3)c2-c2ccco2)s1,-13.0
CCOc1ccc(S(=O)(=O)Nc2ccc3c(c2)CN(C(=O)C2CC2)CC3)cc1,-17.0
C=Cc1ccc(Cn2nc3n(CC(C)C)c(=O)c4ccc(C(=O)NC(C)C)cc4n3c2=O)cc1,-11.0
Cc1ccc(N2CCN(N=Cc3c(C)nn(-c4ccccc4)c3Cl)CC2)cc1,-13.5

# Part of the list above in order of molecular weight, highest first.
SMILES,SSB-PriA inh
Cc1ccccc1C(=O)N/C(=C\c1coc2ccc(Cl)cc2c1=O)C(=O)N1CC2CC(C1)c1cccc(=O)n1C2 (configuration not stated),-1.0
O=c1c2ncccc2n(Cc2ccc(Br)cc2)c(=O)n1Cc1ccc(Cl)cc1,0.0
CCOc1ccc(S(=O)(=O)Nc2ccc3c(c2)CN(C(=O)C2CC2)CC3)cc1,-17.0

# (next part)
SMILES,SSB-PriA inh
Cc1cccc(Oc2cc(NC(=O)c3nc4nc(-c5ccccc5)cc(C(F)(F)F)n4n3)cc([N+](=O)[O-])c2)c1,-13.0
O=C(c1cc2cc(F)ccc2s1)N1C2CCC1CC(S(=O)(=O)c1ccccc1)C2 (configuration not stated),77.0*
Cc1occc1C(=O)NN=Cc1ccc[nH]1,-3.0
O=C(c1cc2ccccc2o1)N1CCN(Cc2nc(-c3ccco3)cs2)CC1,16.0
O=C(NCCN1CCC(O)CC1)NC(c1ccccc1)c1ccccc1,-10.0
O=C(NC[C@]1(O)CCc2ccccc2C1)C(=O)Nc1ccc(F)c(Cl)c1,-4.0
CCC(=O)Nc1ccc(SCC(=O)N2CCN(c3ccccc3)CC2)nn1,-7.0
Cc1cc(C(=O)N(CCn2cccn2)c2nc3c(Cl)cccc3s2)on1,-8.0
CN1C(=O)c2ccc(NC(=O)CS(=O)(=O)c3ccc(F)cc3)cc2C1=O,-4.0
O=C(CCCn1nc(-c2cccs2)ccc1=O)Nc1ccc(-c2cn3c(n2)SCC3)cc1,9.0
Cn1nc(C2CCN(CC(=O)Nc3cc(C(F)(F)F)ccc3Cl)CC2)n(-c2ccccc2)c1=O,-18.0
Cc1noc(-c2sccc2NC(=O)CSc2nc3ccccc3o2)n1,-16.0
O=C(NCCn1nc(-c2ccco2)ccc1=O)c1nc(-c2cnccn2)no1,-8.0
COc1ccc([C@@H](O)CNC(=O)C(=O)NCc2ccc(Cl)cc2)cc1OC,-6.0
Cc1ccc2c(c1)CCCN2C(=O)CCCSc1ccc(NC(=O)c2ccco2)nn1,-4.0
O=C1CSC(=N/N=C\c2cc(Br)ccc2O)N1,-14.0
Cc1cc(NC(=O)CSc2nnc(Cc3cc(=O)[nH]c(=O)[nH]3)n2-c2ccc(Cl)cc2)no1,-3.0
CC(=O)N1CCC2(CC1)CC(O)c1ccccc1O2 (configuration not stated),-11.0
O=C(NCCC(O)c1ccco1)C1CCC1 (configuration not stated),-13.0
O=C1OC2(CCN(C(=O)c3ccsc3)CC2)c2ccccc21,-11.0
O=C(NCc1cncc(-c2cccs2)c1)c1cnn(-c2ccccc2)n1,-10.0
O=C(CCC(=O)Nc1ccccc1)NN=Cc1ccc2c(c1)OCO2,-4.4
COc1cccc(C(=O)COC(=O)c2ccc3c(c2)OCO3)c1,3.0
N#Cc1cccc(C(=O)N2CCN(CCn3ccnc3)CC2)c1,-5.0
COc1ccc(-c2coc3c4c(ccc3c2=O)OCN(c2ccc(F)cc2F)C4)cc1OC,-8.0
COc1ccc(N(CC(=O)NN=Cc2cccnc2)S(=O)(=O)c2ccc(C)cc2)cc1OC,1.2
COc1cc2c(cc1OC)C(c1cccs1)=NCC2,23.0
Cn1ccnc1SCC1CCN(S(=O)(=O)c2ccc3c(c2)CCCC3)CC1,63.0*
CS(=O)(=O)N1CCCC(Oc2cccnn2)C1 (configuration not stated),-4.0
Cc1onc(-c2ccccc2Cl)c1C(=O)N1CCC(S(=O)(=O)Cc2ccco2)CC1,2.0
CC(=O)N1CCN(c2nc3cc(C)cc(C)c3s2)CC1,4.0
O=C(c1ccco1)N1CCSC1c1ccc(C(F)(F)F)cc1 (configuration not stated),-14.0
COc1ccc(-c2csc(NC(=O)/C=C\c3ccccc3)n2)cc1,-1.0
Cc1noc(C)c1CC(=O)NCC1CCC(c2nc3ccccc3n2C)CC1 (configuration not stated),-19.0
O=C(Nc1nccs1)c1csc(Nc2cccc(Cl)c2)n1,-4.0
COc1ccc(C=Nn2c(=O)[nH]c3c([nH]c4ccc(Br)cc43)c2=O)cc1CN1CCOCC1,1.2
Cc1cc(NN=Cc2ccco2)c2ccccc2n1,2.2
CS(=O)(=O)c1ccccc1NC(=O)C1CCN(S(=O)(=O)c2ccc(F)cc2)CC1,-20.0
Cc1nc(N)nc(NN=Cc2c(F)cccc2Cl)n1,-8.4
CC1=Nc2ccccc2C1=Cc1c(O)[nH]c(=O)[nH]c1=O,25.0
COc1ccc(NC(=O)CSc2ccc(N3CCN(c4ccccc4Cl)CC3)nn2)c(OC)c1,9.0
Cc1cc(C)cc(NC(=O)Cc2cc(=O)[nH]c(SCc3ccccc3)n2)c1,-9.0
O=C(NCC1CCN(C(=O)c2ccncc2)CC1)C(=O)Nc1ccccc1C(F)(F)F,-2.0
CC1(C)Cc2cccc(OCC(=O)NCCn3ccc(-c4ccccn4)n3)c2O1,-12.0

# A stretch from further up, as a working copy:
SMILES,SSB-PriA inh
COc1cc2c(cc1OC)C(c1cccs1)=NCC2,23.0
Cn1ccnc1SCC1CCN(S(=O)(=O)c2ccc3c(c2)CCCC3)CC1,63.0*
CS(=O)(=O)N1CCCC(Oc2cccnn2)C1 (configuration not stated),-4.0
Cc1onc(-c2ccccc2Cl)c1C(=O)N1CCC(S(=O)(=O)Cc2ccco2)CC1,2.0
CC(=O)N1CCN(c2nc3cc(C)cc(C)c3s2)CC1,4.0
O=C(c1ccco1)N1CCSC1c1ccc(C(F)(F)F)cc1 (configuration not stated),-14.0
COc1ccc(-c2csc(NC(=O)/C=C\c3ccccc3)n2)cc1,-1.0
Cc1noc(C)c1CC(=O)NCC1CCC(c2nc3ccccc3n2C)CC1 (configuration not stated),-19.0
O=C(Nc1nccs1)c1csc(Nc2cccc(Cl)c2)n1,-4.0
COc1ccc(C=Nn2c(=O)[nH]c3c([nH]c4ccc(Br)cc43)c2=O)cc1CN1CCOCC1,1.2
Cc1cc(NN=Cc2ccco2)c2ccccc2n1,2.2
CS(=O)(=O)c1ccccc1NC(=O)C1CCN(S(=O)(=O)c2ccc(F)cc2)CC1,-20.0
Cc1nc(N)nc(NN=Cc2c(F)cccc2Cl)n1,-8.4
CC1=Nc2ccccc2C1=Cc1c(O)[nH]c(=O)[nH]c1=O,25.0
COc1ccc(NC(=O)CSc2ccc(N3CCN(c4ccccc4Cl)CC3)nn2)c(OC)c1,9.0
